Bioassay records (PubChem BioAssay)
CDK5 p35 inh: blocks human CDK5/p35 kinase activity | hit rate 0.01% among 330,000 | inhibition, % at 10 µM | AID 488839 | Q00535+Q15078 | Recombinant CDK5/p35, ADP-Glo luminescence, 60 min;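 active means highest replicate inhibition of at least 50% and at least 75% of replicates reaching 50%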;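 further: plate controls were DMSO neutral control for no effect and GW8510 at 10 µM for full effect; many of its hits are not listed in these tables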
Target sequence (Q00535 whole entry, looked up): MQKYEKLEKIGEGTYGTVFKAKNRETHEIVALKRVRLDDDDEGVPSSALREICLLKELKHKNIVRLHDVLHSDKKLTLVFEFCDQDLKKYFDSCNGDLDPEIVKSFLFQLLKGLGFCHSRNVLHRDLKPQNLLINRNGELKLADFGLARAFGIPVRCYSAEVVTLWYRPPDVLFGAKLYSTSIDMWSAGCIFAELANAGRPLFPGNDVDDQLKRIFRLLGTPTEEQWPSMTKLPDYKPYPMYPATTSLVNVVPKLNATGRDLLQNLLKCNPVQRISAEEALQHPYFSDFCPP
Target sequence (Q15078 whole entry, looked up): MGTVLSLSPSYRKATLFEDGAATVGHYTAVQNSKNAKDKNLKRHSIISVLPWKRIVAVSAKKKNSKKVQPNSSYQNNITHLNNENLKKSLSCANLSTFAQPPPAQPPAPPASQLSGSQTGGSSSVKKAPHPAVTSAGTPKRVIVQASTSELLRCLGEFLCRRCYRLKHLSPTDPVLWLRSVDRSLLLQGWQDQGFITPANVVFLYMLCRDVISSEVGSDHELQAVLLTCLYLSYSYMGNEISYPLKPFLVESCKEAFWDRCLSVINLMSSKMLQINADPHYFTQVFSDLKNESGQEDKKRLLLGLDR
dFosB act: mouse delta FosB homodimer activation; P13346; purified delta FosB, TAMRA-CDK5 oligo fluorescence polarization; percent of positive-control signal above neutral wells; activation, % at 25 µM; hit rate 0.99% among 340,000;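 active means mean activation above about 17%, with every replicate also reaching it, limit read from the data, passing the limit was not always enough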;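 further: fluorescence polarization rise as delta FosB binds a TAMRA Cdk5 AP-1 oligo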
Rtt109 HAT inh: inhibitors of Candida albicans Rtt109/Vps75 histone acetyltransferase; purified Rtt109/Vps75, ThioGlo CoA-SH fluorescence, 4 h; hit rate 0.16% among 330,000; inhibition, % at 34.9 µM;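 active means inhibition of at least 50% in every replicate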
Target sequence (Q5AAJ8 whole entry, looked up): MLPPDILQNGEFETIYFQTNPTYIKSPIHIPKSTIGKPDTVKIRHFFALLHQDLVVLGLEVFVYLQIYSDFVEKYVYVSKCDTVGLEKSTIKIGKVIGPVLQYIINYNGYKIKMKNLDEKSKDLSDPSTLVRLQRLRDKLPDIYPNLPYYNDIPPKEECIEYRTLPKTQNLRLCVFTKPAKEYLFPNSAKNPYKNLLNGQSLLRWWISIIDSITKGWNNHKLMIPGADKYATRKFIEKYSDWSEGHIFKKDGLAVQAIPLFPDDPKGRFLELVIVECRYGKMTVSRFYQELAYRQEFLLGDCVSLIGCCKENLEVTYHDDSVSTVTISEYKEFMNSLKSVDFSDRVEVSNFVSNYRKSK
cardiac RTF act: cardiac RTF calcium sensitization | P19429+P45379 | IANBD-labeled TnC RTF fluorescence at EC20 calcium; 0% EC20 calcium, 100% full calcium | activation, % at 7.2 µM | hit rate 0.24% among 340,000 | AID 493008;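 active means activation above the mean over all tested compounds plus 3 SD, cut at about 30% in these data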;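 further: rise in fluorescence read as greater calcium sensitivity of cardiac thin filaments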
Mot1-301 SUMO: inhibitors of SUMOylation pathway: yeast Mot1-301 growth rescue | hit rate 1% among 320,000 | S. cerevisiae Mot1-301 growth rescue, ATP luminescence, 38.5C; percent above DMSO median, 100 means doubled | growth rescue, % at 18.8 µM | AID 2716;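 active means every valid replicate shows activation above 250% relative to neutral control wells; inactive means the rest, any valid replicate at or below 250%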;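 further: OY570 slx delta 5 strain wells were the positive control but not used for scaling; some compounds called inactive have numbers as strong as hits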
RTF Ca sens inh: cardiac RTF calcium desensitization | IANBD-labeled cardiac RTF, Ca2+ fluorescence | hit rate 0.12% among 340,000 | P19429+P45379 | inhibition, % at 7.15 µM;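 active means inhibition above the mean inhibition of all tested compounds plus 3 SD, cut at about 17% in these data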;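 further: assay run at fixed EC70 calcium of 1.6 mM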
Keap1 Nrf2 FP: Keap1-Nrf2 (human) interaction inhibition | hit rate 0.15% among 340,000 | Keap1 Kelch-Nrf2 peptide fluorescence polarization, 1536-well | AID 504523 | Q14145 | inhibition, % at 9.4 µM; in the data active means inhibition above about 12%;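 further: human Keap1 Kelch domain with fluorescein labeled Nrf2 9mer peptide probe; 0% = neutral control wells and 100% = peptide positive control; higher means more block of Keap1 binding to Nrf2 peptide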
NSD2 HMT inh: NSD2 (human) methyltransferase inhibition. inhibition, % at 12.5 µM. AID 743445. NSD2 peptide methylation, AlphaScreen, 120 min. hit rate 0.54% among 310,000. O96028; in the data active means inhibition above about 50%
C-LANA FP: blocks KSHV LANA C-terminal domain binding to DNA; inhibition, % at 9 µM; AID 504423; MBP-C-LANA/FAM-LBS DNA binding, fluorescence polarization; hit rate 0.078% among 340,000;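 active means highest replicate inhibition at or above 60% at 9 µM, even if other replicates fall short; inactive means all replicates below 60% inhibition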;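 further: 0% = neutral control wells and 100% = 4 µM acridine orange control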
PfHsp90 yeast 2: reduces growth (ATP signal) of yeast expressing P. falciparum Hsp90. S. cerevisiae expressing PfHsp90, BacTiter-Glo ATP, 48 h; yeast lacking PDR1 and PDR3 efflux regulators. inhibition, % at 9.4 µM. hit rate 0.32% among 310,000. AID 504621;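 active means every replicate shows inhibition above about 80%, whatever the replicate mean, limit read from the data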;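 further: 0% = DMSO neutral controls and 100% = 20 µM radicicol positive controls; yeast relying on Plasmodium falciparum Hsp90 in place of its own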
PvdQ acylase: blocks Pseudomonas aeruginosa PvdQ acylase activity. purified PvdQ acylase, fluorescence plate reader. inhibition, % at 10 µM. hit rate 0.063% among 340,000; in the data active means inhibition above about 30%, passing the limit was not always enough;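 further: 0% = vehicle neutral wells and 100% = reference inhibitor wells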
Active calls of the source: *; x = not tested or not shown.

SMILES | CDK5 p35 inh | dFosB act | Rtt109 HAT inh | cardiac RTF act | Mot1-301 SUMO | RTF Ca sens inh | Keap1 Nrf2 FP | NSD2 HMT inh | C-LANA FP | PfHsp90 yeast 2 | PvdQ acylase
COc1ccc(CC(=O)OCC(=O)NC(=O)NC(C)C)cc1 | 0.9 | -4 | 2 | 1 | x | -2 | -8 | 0 | 0.3 | 10 | -13
O=C(/C=C/c1ccccc1)Nc1cccc(C(=O)NCCCc2ccccc2)c1 | 1.3 | -22 | -7 | -6 | x | -2 | 6 | x | -2.4 | 15 | 4
Cc1cc2ccccc2nc1SCC(=O)Nc1nc(-c2ccccc2)cs1 | 4.8 | 0 | 6 | 4 | 4 | -6 | -6 | -2 | -1.7 | x | 8
O=C(Cn1cc(COc2c(Br)cc(F)cc2Br)nn1)c1ccc(O)cc1 | 1.7 | -11 | -3 | 1 | x | 1 | -7 | x | 0.3 | 3 | -14
CC1CCc2c(sc(NC(=O)C3=COCCO3)c2C(N)=O)C1 (configuration not stated) | 0.2 | 10 | -3 | 2 | 56 | -2 | -8 | 0 | -3.2 | -2 | -5
CS(=O)(=O)c1[nH]nc(-c2ccccc2)c1C#N | -2.2 | -4 | 10 | 0 | -7 | 7 | -5 | 12 | 0.1 | 19 | -19
Cc1cccc(CC(=O)NC2CCS(=O)(=O)C2)c1 (configuration not stated) | 0.8 | 3 | -21 | 3 | -8 | -1 | 4 | 0 | -1.8 | x | -10
O=C(COC(=O)c1ccccc1F)NC1CC1 | 1.5 | -8 | -4 | 1 | 0 | -9 | 3 | 52* | 3.5 | 0 | -4
COc1ccc(/C=C(/NC(=O)c2ccccc2Cl)C(=O)O)cc1 | 1.5 | 1 | -1 | -2 | -3 | -2 | 0 | -4 | -0.5 | 0 | -7
CCc1ccc(N(C(=O)CNC(=O)c2ccco2)C(C(=O)NC2CCCC2)c2ccncc2)cc1 (configuration not stated) | -0.4 | -13 | -2 | -1 | -18 | -13 | 0 | -3 | -1.0 | 32 | -11
Cc1ccc(C)c(CSc2nnc(CCN)o2)c1 | -1.7 | 1 | x | -1 | -3 | -10 | 1 | 16 | 0.0 | x | -16
Cc1ccc(C(=O)C(C)OC(=O)c2nc(Cl)ccc2Cl)cc1 (configuration not stated) | -0.7 | -1 | 18 | -3 | -3 | 6 | 1 | -4 | -2.1 | -1 | 2
c1ccc(COc2ccc(CN3CCN(c4ccccn4)CC3)cc2)cc1 | 0.7 | -7 | 2 | -2 | 67 | 0 | 0 | 3 | 2.2 | 15 | -2
CCOC(=O)C1CCN(C(=O)CN(c2ccc(OC)cc2)S(=O)(=O)c2c(C)nn(C)c2C)CC1 | -0.7 | -3 | 7 | 7 | -26 | -6 | 2 | x | 0.5 | 5 | 9
CCC(=O)Nc1nnc(Cc2ccccc2)s1 | -2.6 | 2 | 3 | 2 | -2 | -2 | -5 | -2 | 0.2 | x | -10
CC1CCC2(CC1)NC(=O)N(CC(=O)N1CCOCC1)C2=O (configuration not stated) | 0.4 | 3 | -1 | 4 | 9 | 6 | -2 | -2 | 2.9 | -4 | -11
O=C(NCCCN1CCOCC1)c1cc(-c2ccc3c(c2)OCO3)nc2ccccc12 | 1.0 | -7 | -5 | 6 | 3 | -1 | 1 | x | 0.8 | -10 | -4
COc1ccc(OC)c(CCNC(=O)c2cccc(NC(=O)C3=C(C)OCCS3)c2)c1 | 0.5 | -10 | -3 | 5 | 5 | -3 | 1 | 12 | -1.8 | -13 | -1
CCc1ccc(/C=N/NC(=O)c2ccccn2)cc1 | 5.3 | -4 | 2 | 2 | -12 | -9 | -2 | -1 | 3.6 | 14 | -16
COc1ccc(Cc2nnc(NC(=O)c3cccs3)s2)cc1OC | 0.2 | -14 | -3 | 0 | 9 | -3 | -4 | 3 | 2.9 | -52 | -17

Just CDK5 p35 inh, PfHsp90 yeast 2 and dFosB act (2 entries from above):
SMILES	CDK5 p35 inh	PfHsp90 yeast 2	dFosB act
O=C(Cn1cc(COc2c(Br)cc(F)cc2Br)nn1)c1ccc(O)cc1	1.7	3	-11
CC1CCc2c(sc(NC(=O)C3=COCCO3)c2C(N)=O)C1 (configuration not stated)	0.2	-2	10

(more compounds)
SMILES | CDK5 p35 inh | dFosB act | Rtt109 HAT inh | cardiac RTF act | Mot1-301 SUMO | RTF Ca sens inh | Keap1 Nrf2 FP | NSD2 HMT inh | C-LANA FP | PfHsp90 yeast 2 | PvdQ acylase
COc1ccccc1NS(=O)(=O)c1cc(C(=O)NCc2ccco2)ccc1C | -5.5 | -8 | 6 | 0 | -9 | 4 | -4 | 20 | -0.1 | x | -10
O=C(COC(=O)c1cc(=O)[nH]c2ccccc12)NC(=O)c1ccccc1 | -8.8 | 2 | -7 | 0 | -5 | -5 | -6 | 2 | 0.6 | 29 | -25
CC(=O)Nc1ccc(S(=O)(=O)Nc2ccc(C(=O)NCC(=O)O)cc2)cc1 | -2.1 | -4 | 4 | -1 | 349* | 1 | 4 | 1 | 8.4 | -26 | 1
CCOc1ccccc1NC(=O)CCCc1nc2ccccc2c(=O)[nH]1 | -0.7 | -2 | -6 | 2 | -22 | -2 | 2 | -3 | 0.7 | 15 | 3
CCN1CCN(C(=O)Cn2ncc3c([nH]c4ccccc43)c2=O)CC1 | -0.2 | -3 | 27 | -5 | 3 | -10 | 1 | 21 | -0.2 | -4 | 2
O=C(NCC(=O)N(c1ccc2c(c1)OCCO2)C(C(=O)NC1CCCC1)c1ccco1)c1ccco1 (configuration not stated) | -8.4 | -8 | -7 | 2 | 1 | -1 | -4 | 0 | 1.6 | -1 | -2
CCn1c(C)nc2cc(C(=O)N/N=C/c3ccc(O)c(O)c3O)ccc21 | 6.6 | -12 | 19 | -14 | x | 7 | -5 | 45 | 1.6 | -4 | 5
CC(=O)Nc1cc2nc(C)n(Cc3ccccc3[N+](=O)[O-])c2nc1C | -0.7 | -4 | -8 | 4 | -9 | -3 | 2 | -3 | 0.7 | 18 | -1
COc1ccccc1N1CCN(C2CCCN(C(=O)c3ccsc3)C2)CC1 (configuration not stated) | 0.1 | -4 | 0 | -3 | -2 | -3 | -3 | 1 | 0.0 | 9 | -4
CC(C)CNC(=O)COc1ncnc2sccc12 | 2.7 | 4 | -17 | -4 | -5 | -3 | -4 | 3 | 0.2 | -23 | -10
O=C(COC(=O)/C=C/c1cccc(Br)c1)Nc1cccc(S(=O)(=O)NC2=NCCC2)c1 | -0.9 | -16 | 6 | 4 | x | -4 | 0 | -1 | -1.1 | -13 | -16
CC/C(=C(/c1ccccc1)c1ccc(OCC[N+](C)(C)C)cc1)c1ccccc1 | 1.0 | -2 | -16 | -4 | x | 2 | -2 | 13 | -0.9 | -15 | -16
COC(=O)c1ccc(COc2ccc(F)cc2)o1 | 0.1 | 1 | -10 | -6 | 198 | 0 | -3 | -2 | 1.6 | -13 | -12
CN(c1ccccc1)S(=O)(=O)c1ccc(Cl)c(C(=O)Nc2ccncc2)c1 | 0.6 | -12 | 5 | -1 | -16 | 1 | -2 | 0 | 1.7 | 19 | -9
COc1ccc2c(c1)OC(O)(C(F)(F)C(F)F)CC2=O (configuration not stated) | -0.4 | -2 | x | 0 | 211 | 4 | -5 | x | -0.2 | -4 | 2
CCOC(=O)CNC(=O)c1cn(C)c(=O)c2cc(OC)c(OC)cc12 | -1.1 | 0 | 4 | -1 | -6 | -12 | -1 | 0 | -1.6 | 3 | -6
Cc1cccc(N/C(=N/S(=O)(=O)c2ccccc2)c2ccccc2)n1 | -2.3 | -3 | 7 | 1 | 7 | -2 | -5 | -2 | 0.3 | 5 | -10
Cc1ccccc1NC(=S)NC(=O)/C=C/c1ccco1 | -2.3 | -15 | x | 1 | 12 | -14 | -3 | 9 | 0.1 | 8 | 4
Cc1ccc(NC(=O)CSc2cn[nH]n2)cc1 | 0.2 | 5 | -4 | -2 | -5 | -8 | -4 | -2 | -0.2 | 17 | -18
CCCC(C(=O)Nc1cc(S(=O)(=O)N2CCOCC2)ccc1OC)c1ccccc1 (configuration not stated) | 0.1 | -7 | -4 | -4 | 7 | 0 | -1 | 1 | 0.1 | 20 | -8
COc1ccc(-c2noc(C3CCCN(C(=O)c4ccc(F)cc4)C3)n2)cc1 (configuration not stated) | -0.7 | -6 | 6 | -7 | 20 | -2 | -3 | -3 | -2.5 | 7 | 2
CCN(C(=O)CN1CCCCC1C)c1c(N)n(Cc2ccccc2)c(=O)[nH]c1=O (configuration not stated) | 0.4 | 1 | 20 | -4 | -7 | -5 | -4 | -4 | -0.1 | -8 | -3
Cn1c(=O)c2ncn(CC(=O)NCCOc3ccccc3)c2n(C)c1=O | -0.4 | -13 | 0 | 2 | -11 | 2 | -3 | 0 | 1.1 | x | -9
COC(=O)c1ccc(NC(=O)CSc2nnc(-c3ccncc3)n2N)cc1 | -0.7 | -6 | -1 | 7 | -18 | -10 | -6 | 0 | -0.8 | x | -20
Cc1nn2c(NCCN(C)C)c3c(nc2c1-c1ccccc1)CCC3 | -2.3 | -10 | -5 | 8 | -1 | -1 | -6 | 0 | -1.1 | 8 | -25
CC(C)CC(NC(=O)/C(=C/c1ccco1)NC(=O)c1ccc(Br)o1)C(=O)O (configuration not stated) | -0.6 | 2 | x | 8 | -12 | -11 | -7 | 2 | 4.7 | 13 | -13
Cc1ccc(CSc2nnc3c(n2)OC2(Nc4ccccc4-3)C(=O)Nc3ccc(F)cc32)cc1 (configuration not stated) | 0.8 | 0 | x | -1 | -27 | -4 | -6 | x | -0.4 | 29 | -10
CCN(CCn1cccn1)C(=O)CC1C(=O)NCCN1CCc1ccccc1 (configuration not stated) | 1.7 | -4 | 0 | -2 | 1 | 2 | -3 | 6 | -0.7 | 3 | 1
CC(C)(C)NC(=O)Cn1cc(C#N)c2cc(Br)ccc21 | -0.3 | 12 | -9 | 0 | -6 | -1 | -3 | 12 | 0.1 | x | -14
CC1(C)CC(=O)C2=C(C1)N=c1s/c(=C/c3ccc(F)c(F)c3)c(=O)n1C2c1ccc(F)cc1 (configuration not stated) | 0.6 | -5 | 4 | 1 | x | -5 | -2 | 3 | 0.4 | 43 | 7
COc1ccc(S(=O)(=O)Nc2cccc(S(=O)(=O)N3CCCCC3)c2)cc1 | -1.8 | -17 | 0 | -8 | -20 | 3 | -1 | 0 | -1.9 | -6 | -4
CCOC(=O)c1c(S(=O)(=O)N2CCc3ccccc32)c(C)n(C)c1C | 2.1 | -5 | -5 | -5 | -11 | 7 | 0 | 4 | 0.2 | 21 | -10
COc1ccc(Cl)cc1C(=O)NNC(=S)NC(=O)c1cc(-c2ccccc2)nc2ccccc12 | 0.0 | -4 | 5 | 4 | -1 | 0 | 5 | 2 | 1.9 | -9 | 0
CN(Cc1ccccc1)C(=O)COC(=O)c1ccccc1SCC(=O)N1CCCC1 | -0.3 | -9 | -1 | 3 | x | -12 | 3 | -2 | 3.0 | x | -11
CC1=C(C(=O)NCc2ccco2)C2(CCC(C)CC2)OC1=O (configuration not stated) | -0.1 | -11 | 6 | 1 | 8 | -8 | -5 | x | -1.1 | 5 | -8
